BRCA1 expr up: BRCA1 expression activation; MCF7-BRCA1-FFLuc reporter, luminescence, 48 h; response scale: scaled: vehicle 0%, 10 µM genistein 100%; Potency, µM (highest dose often 46.1 µM), for the others: top-dose activation, hits mostly activators; 1.1% of 380,000 active; AID 624202; also: potency is read from the fitted curve at half-maximal effect; nearly all actives have a fitted effect of over 80% in size; some results filed as inactive show a strong effect at the top dose
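First, MCF7-BRCA1-FFLuc cells (2000/well) attach for 2 h; next, compounds are pin-added and incubated 48 h at 37 °C; finally, luciferase reagent is added and luminescence read after 15 min.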
Tb PFK block: T. brucei PFK enzyme inhibition; O15648; T. brucei PFK, ADP-Glo luminescence; Potency, µM (highest dose often 57.5 µM), for inactives: top-dose activity, negative = inhibition, most hits filed as inhibitors; 0.17% of 330,000 active; AID 485367;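 also: potency is read from the fitted curve at half-maximal effect; 0% = uninhibited 1x PFK enzyme wells and -100% = no-enzyme wells; nearly all actives have a fitted effect of over 60% in size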
Target sequence (O15648 whole entry, looked up): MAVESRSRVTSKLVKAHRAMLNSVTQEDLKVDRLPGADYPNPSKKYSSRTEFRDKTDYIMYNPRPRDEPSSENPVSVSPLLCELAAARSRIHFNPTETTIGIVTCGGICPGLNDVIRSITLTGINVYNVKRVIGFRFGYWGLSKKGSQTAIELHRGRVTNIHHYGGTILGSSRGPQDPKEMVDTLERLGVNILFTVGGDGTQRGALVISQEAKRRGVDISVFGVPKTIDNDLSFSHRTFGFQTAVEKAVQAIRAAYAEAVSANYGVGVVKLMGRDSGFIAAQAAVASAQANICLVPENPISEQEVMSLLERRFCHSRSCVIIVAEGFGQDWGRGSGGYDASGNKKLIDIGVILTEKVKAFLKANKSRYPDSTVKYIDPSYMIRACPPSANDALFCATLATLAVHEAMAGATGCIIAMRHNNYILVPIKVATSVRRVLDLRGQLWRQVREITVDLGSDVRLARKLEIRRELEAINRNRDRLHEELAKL
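ADP-Glo luminescence quantified ADP after 45 min at room temperature, with 1.25 nM T. brucei PFK, 0.1 mM ATP and 0.5 mM fructose-6-phosphate in pH 8.0 TEA buffer. qHTS titrations up to 57 µM; curves classified by quality.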
Gal4-VP16 FLuc: inhibits Gal4-VP16 luciferase reporter, ROR gamma counter-screen; Drosophila S2 Gal4-VP16 UAS-luciferase, luminescence, 20 h; Potency, µM (titrated, usually from 53.6 µM), inactives show at the highest dose activity, negative = inhibition, usual class: inhibitors; 3.5% of 310,000 active; AID 2546;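 also: Gal4-VP16 expression switched on by copper sulfate through the metallothionein promoter; potency is read from the fitted curve at half-maximal effect; % is scaled to controls: 0 for no effect and ±100 for the full control effect; nearly all actives have a fitted effect of over 50% in size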
Rab9 promoter act: Rab9 promoter activation | Huh7 Rab9 promoter-luciferase reporter, luminescence, 24 h | Potency, µM (titrated, usually from 9.22 µM), for inactives: at the highest dose activation, negative = inhibition, hits mostly activators | 2.8% of 320,000 active | AID 485297; also: potency is read from the fitted curve at half-maximal effect; % of control where 0% means no effect; nearly all actives have a fitted effect of over 60% in size
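Measured in stably transfected Huh7 cells bearing a Rab9 promoter–luciferase construct: 24 h compound treatment at 37 °C, followed by luminescence detection.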
NPC1 prom act: activates the NPC1 promoter. Huh7 NPC1 promoter luciferase reporter, 24 h. Potency, µM (series often up to 9.22 µM), for inactives: top-dose activation, most hits filed as activators. 2.4% of 320,000 active. AID 485313;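 also: potency is read from the fitted curve at half-maximal effect; % of control where 0% means no effect; nearly all actives have a fitted effect of over 60% in size; reporter is driven by a mutant NPC1 promoter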
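Cells: Huh7 expressing luciferase under the NPC1 promoter, 1500/well. Seeded 2 h, compound added, incubated 24 h at 37 °C. Luciferase reagent, 10 min ambient, then luminescence.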
p53 reactivator: restores transcriptional activity of mutant p53 | H1299 p53-A138V BP100-luciferase reporter, luminescence, 24 h | Potency, µM (series often up to 92.2 µM), inactives show top-dose activity change, positive = activation, most hits filed as activators | 0.063% of 320,000 active | AID 504706; also: potency is read from the fitted curve at half-maximal effect; % of control where 0% means no effect; nearly all actives have a fitted effect of over 45% in size
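p53-null H1299 cells stably carrying temperature-sensitive p53-A138V and a BP100-luciferase reporter were pinned with compounds (4-point, 1:5 series) and held 24 hrs at 37 deg C. Luminescence was read 10 min after detection reagent.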
ELG1 repair inh: ELG1-dependent DNA repair inhibition. HEK293T ELG1-luciferase reporter, luminescence, 16 h; DNA damage induced by 5-fluorouridine. Potency, µM (doses to about 46.1 µM), for the others: top-dose activity change, negative = inhibition, most hits filed as inhibitors. 2.3% of 330,000 active; also: potency is read from the fitted curve at half-maximal effect; % is scaled to controls: 0 for no effect and ±100 for the full control effect; nearly all actives have a fitted effect of over 55% in size
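Step one: seed 2,000 cells per well. Step two: pin-transfer compound or DMSO alongside 5-fluorouridine. Step three: incubate 16 hr, 37 °C, 5% CO2. Step four: add ONE-Glo, wait 30 min, read luminescence.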
FLuc counter: counter-screen for miR-21 project: firefly luciferase inhibitors or activators. P08659. purified FLuc, Km substrates, luminescence inhibition. Potency, µM (titrated, usually from 57.5 µM), inactives show top-dose activity change, negative = inhibition, most hits filed as inhibitors. 6.9% of 360,000 active;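 also: potency is read from the fitted curve at half-maximal effect; plate controls were vehicle for no effect and reference inhibitor for full effect; nearly all actives have a fitted effect of over 55% in size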
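Biochemical qHTS of compounds, final roughly 60 µM downward over six points, against 10 nM purified firefly luciferase using Km concentrations of substrates (10 uM D-luciferin, 10 uM ATP) in Tris acetate pH 7.5 buffer; luminescence output.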
ELG1 genotox: induces genotoxicity in HEK293T cells with luciferase-tagged ELG1; HEK293T ELG1-luciferase reporter, luminescence, 16 h; AID 504466; Potency, µM (doses to about 46 µM), for inactives: top-dose activity change, positive = activation, hits mostly activators; 1.3% of 330,000 active; also: potency is read from the fitted curve at half-maximal effect; % of control where 0% means no effect; nearly all actives have a fitted effect of over 60% in size
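HEK293T cells expressing luciferase-tagged ELG1 were treated with compound or DMSO for 16 hr at 37°C. Luciferase activity was then read after 30 min with ONE-Glo at room temperature; rising signal flags genetic stress.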
TRPV1 ag: agonists of human vanilloid receptor 1 (TRPV1). Q8NER1. TRPV1-expressing cells, Fluo-8 calcium influx, agonist mode. activation, % at 8.33 µM. 0.19% of 320,000 active. AID 540275; in the data active = activation above about 80%; inconclusive = between about 30% and that limit; also: 0% is about no effect
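TRPV1-expressing cells were cultured overnight at 35.5C and loaded with Fluo-8 calcium dye for 40 to 90 min at room temperature. After a 10 s baseline, compound was added and calcium influx was read kinetically for 3 min (ex 480/em 520 nm).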
RORgamma inh: inhibitors of mouse ROR gamma transcriptional activity | P51450 | Drosophila S2 Gal4-RORgamma UAS-luciferase reporter, 20 h | Potency, µM (highest dose often 53.6 µM), inactives show at the highest dose activity change, negative = inhibition, actives largely listed as inhibitors | 5.4% of 310,000 active | AID 2551; also: potency is read from the fitted curve at half-maximal effect; % is scaled to controls: 0 for no effect and ±100 for the full control effect; nearly all actives have a fitted effect of over 60% in size
Target sequence (P51450 whole entry, looked up, the tested form may be a part): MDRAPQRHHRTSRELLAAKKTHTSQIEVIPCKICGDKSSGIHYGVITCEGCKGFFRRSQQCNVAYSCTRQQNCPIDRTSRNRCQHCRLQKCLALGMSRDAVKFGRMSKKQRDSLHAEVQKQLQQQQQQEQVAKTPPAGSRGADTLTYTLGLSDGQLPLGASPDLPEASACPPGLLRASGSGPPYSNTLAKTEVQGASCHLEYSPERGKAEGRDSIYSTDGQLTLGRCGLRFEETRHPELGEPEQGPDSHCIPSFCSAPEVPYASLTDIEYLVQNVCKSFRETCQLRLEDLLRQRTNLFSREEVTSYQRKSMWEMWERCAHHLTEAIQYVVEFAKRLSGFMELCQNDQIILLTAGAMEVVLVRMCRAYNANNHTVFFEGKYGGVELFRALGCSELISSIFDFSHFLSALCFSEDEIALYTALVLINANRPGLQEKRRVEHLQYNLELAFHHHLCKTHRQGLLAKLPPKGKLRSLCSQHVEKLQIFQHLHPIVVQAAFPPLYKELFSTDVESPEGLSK
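Luminescence from a UAS-regulated Photinus luciferase reporter in stably transfected Drosophila Schneider cells is measured; decreased signal marks ROR gamma inhibition. Fusion expression is induced by 700 uM copper sulfate for 20 hr.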
The depositor's hits bear a star; ? = inconclusive; / = no result given; & = joins results of further samples; [ ] = dose if it differs, or a comment. Unless noted, calls follow the shape of the dose curve; as a rule, active = well fitted curve in the direction sought with a large enough effect; inconclusive = small, poorly fitted or top-dose-only effect, or another doubt; inactive = no such curve, though single readings can be large; an effect the other way counts as inactive or inconclusive.

item | SMILES | BRCA1 expr up | Tb PFK block | Gal4-VP16 FLuc | Rab9 promoter act | NPC1 prom act | p53 reactivator | ELG1 repair inh | FLuc counter | ELG1 genotox | TRPV1 ag | RORgamma inh
1 | COCCNC(=S)NC1CC2CCC(C1)N2Cc1ccccc1 (stereo not given) | -17% | -2% | 2% | 6% | 3% | -3% | 0% | 0% | 4% | 5 | 1%
2 | O=C(Nc1cccnc1)c1cnn2cccnc12 | 16% | 9% | 2% | 9% | 4% | 9% | 25% | 4%[2.3 µM] | 5% | 1 | ?
3 | Cc1ccc[n+](C(C)C(=O)Nc2ccc(C)c(C)c2)c1 (stereo not given) | -14% | -2% | -3% | 3% | -7% | -7% | -2% | 8% | -7% | 2 | 6%
4 | O=C(CN1CCN(C(=O)CCC(=O)N2CCC(c3ccccc3)=N2)CC1)Nc1ccc(F)cc1 | 18% | 0% | / | 0% | -1% | 3% | ? | 0% | -2% | 2 | /
5 | COCCNS(=O)(=O)c1cccc2cccnc12 | -50% | -6% | 5% | 9% | -3% | -1% | -1% | 1% | 0% | / | 2%
6 | COCCOC(=O)C1=C(C)Nc2nc(C)nn2C1c1ccccc1 (stereo not given) | 10% | -2% | -3% | -2% | 0% | 0% | -5% | 3% | 1% | -1 | 0%
7 | Cc1sc2ncnc(NCC(c3ccco3)N3CCCC3)c2c1C (stereo not given) | -18% | -7% | -5% | 0% | -3% | -11% | 11% | -1% | -2% | 9 | -26%
8 | COc1ccc(CNC(=O)Cc2cn(C)c3ccccc23)c(OC)c1 | 0% | 1% | -16% | 2% | -3% | -3% | -1% | ? | 0% | 2 | 23%
9 | O=C(c1ccccc1)N1N=C(c2ccccc2)CC1c1ccccc1 (stereo not given) | -22% | 0% | -12% | -3% | -2% | 6% | -4% | 1% | 3% | 1 | -37%
10 | O=S(=O)(Nc1ccc2cn[nH]c2c1)c1ccc(C(F)(F)F)cc1 | -3% | 0% | / | 0% | 3% | 3% | 19% | / | 0% | 24 | /
11 | CC(=O)N1CCc2cc(S(=O)(=O)N3CCOCC3)ccc21 | -3% | 3% | 2% | -2% | -4% | -3% | -1% | 2% | -1% | 1 | 22%
12 | CCCCOCCCNC(=O)N[C@H](C(=O)O)C(C)CC (stereo not given in full) | -8% | -4% | -7% | -6% | 1% | 4% | 0% | 2% | 1% | 3 | 0%
13 | O=C(CSc1nc2ccccc2c(=O)n1CCCN1CCOCC1)c1c[nH]c2ccccc12 | -52% | 0% | -4% | 2% | -3% | -5% | ? | -10% | -17% | 14 | 4%
14 | O=C(NCc1cccnc1)c1ccc(NS(=O)(=O)c2ccccc2)cc1 | -24% | -3% | -11% | -6% | 3% | 4% | -10% | 0% | -1% | -2 | -12%
15 | O=C(CN1CCCC1)Nc1ccc(OC(F)(F)F)cc1 | 43% | -5% | 6% | 9% | 8% | 2% | ? | -6% | -3% | 5 | ?
16 | NC1=NC(=Nc2ccc(S(=O)(=O)N3CCOCC3)cc2)c2ccccc21 | -4% | -7% | -2% | -11% | -4% | 10% | ? | 0% | 16% | 1 | 1%
17 | CCN(CC)S(=O)(=O)c1cccc(NC(=O)COC(=O)C2CC3C=CC2C3)c1 (stereo not given) | -11% | -1% | ? | -12% | -2% | -7% | -4% | 4% | 0% | -1 | -5%
18 | Cc1ccc(C(OC(=O)c2ccco2)C(=O)NCc2cccs2)cc1 (stereo not given) | -10% | 1% | 3% | 6% | -1% | 12% | 4% | 2% | -1% | 13 | 16%
19 | COc1ccc(CCNC(=O)CSc2ccsc2[N+](=O)[O-])cc1OC | 5% | -13% | 4% | -5% | -2% | -5% | 3% | 4% | 0% | 4 | 5%
20 | O=C(c1ccc(NS(=O)(=O)c2ccc3c(c2)OCCO3)cc1)N1CCCCC1 | -32% | -3% | -27% | -4% | -5% | -7% | 23µM* | 7% | -12% | 0 | ?
21 | Cc1ccc2nc(SCC(=O)Nc3ccc(C)c([N+](=O)[O-])c3)[nH]c2c1 | -32% | 0% | -21% | -3% | -4% | 0% | 8% | ? | -1% | ? | 19%
22 | N#C/C(=N\O)c1nc(-c2ccccc2)cs1 | 28% | -6%&0% | 4%&-9% | 1%&-5% | 1%&-1% | 6%&8% | -4%&7% | -11%&-19% | 0%&-2% | 2&-4 | 31%&4%
23 | CCCCC(=O)Nc1ccc(NC(=O)c2cc(OC)c(OC)c(OC)c2)cn1 | -12% | 3% | -8% | -2% | 2% | -4% | -5% | 1% | 1% | -3 | 7%
24 | COc1ccc(Cl)cc1N(CC(=O)N1CCCCC1)S(C)(=O)=O | -10% | -2% | -3% | -11% | 0% | 4% | 0% | -2% | 1% | 3 | 6%
25 | CCC(C)NC(=O)CC(NS(=O)(=O)c1ccc(NC(C)=O)cc1)C(C)C (stereo not given) | -12% | 4% | 17% | -4% | -1% | -1% | 6% | 0% | 3% | 2 | 0%
26 | Cc1ccc(S(=O)(=O)N2c3ccc(S(N)(=O)=O)cc3CC2C)cc1 (stereo not given) | 2% | 2% | -2% | -3% | -2% | 1% | 3% | 1% | 0% | 1 | 5%
27 | CC(C)CN(C(=O)COC(=O)c1nc(Cl)ccc1Cl)c1c(N)n(Cc2ccccc2)c(=O)[nH]c1=O | -18% | 1% | 5% | -5% | -7% | -6% | 1% | -1% | 3% | 2 | 5%
28 | Cc1cc(NC(=O)CN2C(=O)/C(=C/c3cccc(Br)c3)SC2=S)no1 | -1% | 1% | 3% | 0% | -1% | 7% | -4% | -1% | 0% | 0 | -38%
29 | O=C(Cc1cccc2ccccc12)NNC(=O)Nc1cccc(Cl)c1 | -11% | -1% | ? | -3% | 1% | -4% | 1% | 0% | -4% | -1 | ?
30 | CC(C)CN(C(=O)COC(=O)CCc1c[nH]c2ccccc12)C1CCS(=O)(=O)C1 (stereo not given) | 7% | 17% | -4% | 2% | 1% | ? | 23% | 2% | 2% | 2 | 13%

Continuation.
Value order: BRCA1 expr up, Tb PFK block, Gal4-VP16 FLuc, Rab9 promoter act, NPC1 prom act, p53 reactivator, ELG1 repair inh, FLuc counter, ELG1 genotox, TRPV1 ag, RORgamma inh
[31] CCCCC(c1nnnn1CC1CCCO1)N1CCN(Cc2ccccc2)CC1 (stereo not given)
  -10%, 2%, -3%, 1%, -1%, 5%, -11%, -1%, 0%, 10, -8%
[32] O=C(CC1CCCCC1)N1CCCC(c2nc(-c3ccc(S(=O)(=O)N4CCCC4)cc3)no2)C1 (stereo not given)
  -82%, -5%, 2%, 1%, -5%, -4%, ?, 3%, -11%, 2, 11%
[33] S=c1[nH]nc(-c2cccnc2)n1-c1ccc2c(c1)OCCO2
  10%, -2%, 25%, 2%, 4%, 6%, ?, ?, 9%, -1, ?
[34] O=C(CSc1ncccn1)Nc1ccc2c(c1)OCO2
  50%, 8%, /, /, /, 17%, ?, /, 8%, /, /
[35] N#CCCN(C(=O)CSc1nnc(-c2ccncc2)n1C1CC1)c1ccccc1
  2%, 1%, /, 1%, -4%, -1%, 9%, /, 0%, -4, /
[36] CCOC(=O)N1CCN(C(=O)CCn2nc(-c3ccccc3)ccc2=O)CC1
  -8%, 3%, -3%, 9%, -5%, -6%, ?, 2%, 0%, 7, -13%

Five structures from above, sorted by formula weight, descending:
Value order: BRCA1 expr up, Tb PFK block, Gal4-VP16 FLuc, Rab9 promoter act, NPC1 prom act, p53 reactivator, ELG1 repair inh, FLuc counter, ELG1 genotox, TRPV1 ag, RORgamma inh
[36] CCOC(=O)N1CCN(C(=O)CCn2nc(-c3ccccc3)ccc2=O)CC1
  -8%, 3%, -3%, 9%, -5%, -6%, ?, 2%, 0%, 7, -13%
[14] O=C(NCc1cccnc1)c1ccc(NS(=O)(=O)c2ccccc2)cc1
  -24%, -3%, -11%, -6%, 3%, 4%, -10%, 0%, -1%, -2, -12%
[29] O=C(Cc1cccc2ccccc12)NNC(=O)Nc1cccc(Cl)c1
  -11%, -1%, ?, -3%, 1%, -4%, 1%, 0%, -4%, -1, ?
[34] O=C(CSc1ncccn1)Nc1ccc2c(c1)OCO2
  50%, 8%, /, /, /, 17%, ?, /, 8%, /, /
[15] O=C(CN1CCCC1)Nc1ccc(OC(F)(F)F)cc1
  43%, -5%, 6%, 9%, 8%, 2%, ?, -6%, -3%, 5, ?
